TDP1 inh: qHTS Assay for Inhibitors of Tyrosyl-DNA Phosphodiesterase (TDP1); Tyrosyl-DNA phosphodiesterase 1 (Homo sapiens), Q9NUW8; recombinant TDP1, AlphaScreen DNA substrate cleavage; Potency, µM (series often up to 130 µM), without a hit: top-dose activity change, negative = inhibition, actives largely listed as inhibitors; 0.28% of 350,000 active; AID 485290, 2010; also: nearly all actives have a fitted effect of over 40% in size
Target sequence (Q9NUW8 whole entry, looked up): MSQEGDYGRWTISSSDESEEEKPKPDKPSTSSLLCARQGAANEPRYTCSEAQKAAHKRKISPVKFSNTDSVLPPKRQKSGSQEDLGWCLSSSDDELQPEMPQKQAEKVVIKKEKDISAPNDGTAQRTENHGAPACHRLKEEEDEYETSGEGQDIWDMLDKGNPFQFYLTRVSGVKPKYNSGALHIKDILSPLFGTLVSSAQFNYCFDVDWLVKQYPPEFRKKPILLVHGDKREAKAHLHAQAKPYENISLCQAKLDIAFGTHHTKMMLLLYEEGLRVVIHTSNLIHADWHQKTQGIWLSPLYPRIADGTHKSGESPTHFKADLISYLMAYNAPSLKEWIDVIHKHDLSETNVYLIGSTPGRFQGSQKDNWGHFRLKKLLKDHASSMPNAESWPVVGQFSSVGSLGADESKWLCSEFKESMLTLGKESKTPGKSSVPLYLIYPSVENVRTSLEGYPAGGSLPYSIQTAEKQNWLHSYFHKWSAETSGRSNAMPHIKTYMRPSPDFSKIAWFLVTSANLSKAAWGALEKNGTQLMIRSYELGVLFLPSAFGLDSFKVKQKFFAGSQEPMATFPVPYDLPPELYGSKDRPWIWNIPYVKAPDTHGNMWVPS
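E. coli-derived human Tdp1, 1 nM final. Cpd preinc 15 min RT; substrate 15 nM final, 5 min RT; AS bead mix 10 ug/ml final, 10 min RT. Signal loss = tyrosine-FITC cleavage. No-enzyme wells = max signal.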
GCN5L2 inh: qHTS Assay for Inhibitors of GCN5L2; Potency, µM (series often up to 58.9 µM), for inactives: top-dose activity change, negative = inhibition, most hits filed as inhibitors; Histone acetyltransferase KAT2A (Homo sapiens), Q92830; 0.21% of 390,000 active; GCN5L2 HAT assay, ThioGlo1 CoA-SH fluorescence
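Preincubate 20nM GCN5L2 with compound 15 min, RT → add 50uM ThioGlo1 + 75uM H3(1-25) + 70uM acetyl-CoA → read fluorescence 0 and 20 min. Primary qHTS; fluorescent artifacts likely.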
TDP1 cell noCPT: qHTS for Inhibitors of human tyrosyl-DNA phosphodiesterase 1 (TDP1): qHTS in cells in absence of CPT; DT40 Tdp1-/- hTDP1 cells, no CPT, ATP luminescence, 48 h; Potency, µM (titrated, usually from 46.2 µM), for the others: at the highest dose activity change, negative = growth inhibition, hits mostly inhibitors; 15% of 420,000 active; AID 686978, 2013; also: nearly all actives have a fitted effect of over 55% in size
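Stably hTDP1-transfected Tdp1-null chicken DT40 cells were treated with library compounds minus camptothecin and grown for at least 48 hr at 37 °C, after which cellular ATP was quantified by luminescence.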
An asterisk follows results filed as active; u = inconclusive; x = no result given; & = joins results of further samples; [ ] = another dose, or the depositor's remark. Calls follow the shape of the dose curve; as a rule, active = well fitted curve in the direction sought with a large enough effect; inconclusive = small, poorly fitted or top-dose-only effect, or another doubt; inactive = no such curve, though single readings can be large; an effect the other way counts as inactive or inconclusive. % is scaled to controls: 0 for no effect and ±100 for the full control effect; potency is read from the fitted curve at half-maximal effect. A portion of the library. The share of hits here may be higher or lower than overall.

SMILES	TDP1 inh	GCN5L2 inh	TDP1 cell noCPT
Cc1nn(C2CCCO2)c(=O)nc1N (centres undefined)	2%	-15%	x
COc1ccccc1CNC(=O)CN1CCC(n2cnc3cc(F)ccc32)CC1	0%	2%	-30%
O=c1cc(N2CCCCC2)c(-c2ccccc2)nn1Cc1ccc(F)cc1	-7%	-10%	-23%
Cn1cc(/C=N/NC(N)=S)c2ccccc21	x	-16%	3.3µM*
O=C(NN1CCOCC1)c1ccc(Cl)cc1	-3%	-1%	-16%
O=C(Nc1ccc(NC(=O)c2ccc([N+](=O)[O-])cc2[N+](=O)[O-])cc1)c1ccco1	2%	2%	-17%
CCC1CC2(C)NC(=O)c3c(sc4c3CC(C)(C)OC4)N2C1=O (centres undefined)	-10%	-6%	21µM*
CCCCN(C)C(=O)c1nc2ccccn2c1CN1CCC[C@H]1C(=O)OC	0%	4%	u
CCOc1ccccc1NS(=O)(=O)c1ccc2[nH]c(=O)ccc2c1	x	-1%	-19%
C=CCNc1nnnc2c1sc1nc(N3CCOCC3)c3c(c12)CCCC3	-3%	-2%	13µM*
N#C/C(N=Nc1ccccc1O)=N\Nc1ccccc1O	17%	-27%	23µM*
O=C(CCCn1cc([N+](=O)[O-])cn1)Nc1cccnc1	x	-1%	4%
CCOC(=O)C1CCCN(Cc2ccc(OCC)cc2)C1 (centres undefined)	2%	1%	-15%
CC(=O)Nc1ccc(NC(=O)CCCc2c[nH]c3ccccc23)cc1	1%	8%	u
COc1ccccc1-c1nc(C#N)c(N2CCCCCC2)o1	13%	-15%	-29%
O=C(C[C@H]1C/C=C\CCCCC(=O)OC[C@H]2CCCN2C1=O)N[C@H](CO)Cc1ccccc1	1%	-1%	u
Cc1ccccc1C(=O)Nc1cc(C)c(O)c(-c2nc3ccccc3o2)c1	-5%	-5%	x
Fc1ccc(NC(=S)Nc2cccc3cnccc23)cc1	1%	0%	-9%
O=C(NC1CC1)c1ccc2c(c1)N(Cc1ccc(Cl)cc1)CCS2	4%	-8%	u
CN(C(=O)Cn1cc(S(=O)(=O)Cc2ccccc2Cl)c2ccccc21)c1ccccc1	4%	u	21µM*
CCO[C@H]1OC(C(=O)N2CCN(C)CC2)=C[C@@H](c2ccc3c(c2)OCO3)[C@@H]1CCCO	5%	3%	0%
CC(C)COC(=O)c1ccc(N2C(=O)c3ccccc3C2=O)cc1	5%	-5%	-4%
CNC[C@H]1Oc2ccc(NC(=O)C3CCCCC3)cc2CC(=O)N([C@H](C)CO)C[C@@H]1C	1%	2%	-11%
O=C(Nc1ccccc1[N+](=O)[O-])C1COc2ccccc2O1 (centres undefined)	x	-19%	0%
Cc1ccc(Oc2ccc(Cl)cc2NC(=O)c2cnccn2)cc1	-5%	-14%	-11%
COc1ccc(Cl)cc1NC(=O)CSc1sc2c(O)cc(=O)[nH]c2c1C#N	4%	-25%	-6%
Cc1ccc(S(=O)(=O)n2c(C)nc3ccccc32)cc1	x	-19%	-4%
COc1cccc(C2=CC(=O)C[C@H](c3ccc(Cl)cc3)C2)c1OC	2%	-8%	u
Cc1ccc(S(=O)(=O)/N=C2/NC(=O)/C(=C/c3ccncc3)S2)cc1	8%	-5%	x
COc1cc(C(=S)N2CCOCC2)ccc1OC(=O)Cc1ccc(F)cc1	1%	-4%	-26%
Cc1ccc(C(=O)NNC(=O)CSc2nnc(CNc3ccc(F)cc3)n2C)cc1	1%	-5%	x
O=C(c1ccco1)c1nnn(Cc2ccccc2)c1-c1ccccc1	0%	x	21µM*
CCc1ccc(CNC(=O)Cc2c(C(=O)O)c(C)cn2C)cc1	0%	-10%	-9%
Cc1occc1-c1nnc(SCC(=O)NCc2ccco2)n1CC(C)C	x	-5%	-2%
C#CCOCCOCCOCCNc1nc(N2CCOCC2)nc(N2CCN(C(=O)[C@H](CO)n3cc([C@@H](N)C(C)C)nn3)CC2)n1	3%	2%	-14%
O=C(CNCCc1ccc(Cl)cc1Cl)NCc1ccco1	5%	-2%	-18%

Reprinted at random: 2 records from the list, in no set order.
SMILES	TDP1 inh	GCN5L2 inh	TDP1 cell noCPT
O=C(CNCCc1ccc(Cl)cc1Cl)NCc1ccco1	5%	-2%	-18%
C#CCOCCOCCOCCNc1nc(N2CCOCC2)nc(N2CCN(C(=O)[C@H](CO)n3cc([C@@H](N)C(C)C)nn3)CC2)n1	3%	2%	-14%

Additional structures follow.
SMILES	TDP1 inh	GCN5L2 inh	TDP1 cell noCPT
COc1ccccc1CNc1nc2nc3c(c(=O)n2[nH]1)CCC3	6%	-4%	-1%
Cc1ccc(C(=O)N2CCN(c3ccc(F)cc3)CC2)cc1NC(=O)c1nsc2ccccc12	5%	2%	21µM*
CCN(Cc1cc2cc(OC)ccc2[nH]c1=O)C(=O)Cc1ccc(OC)cc1	-1%	-12%	u
COc1cccc(NCc2ccc([N+](=O)[O-])s2)c1	-3%	-10%	0%
COc1cc(/C=N/Nc2snc(SC)c2C#N)ccc1O	2%	-2%	3.2µM*
COc1ccccc1CN1CC[C@@]2(CCCN(C(=O)c3cccn3C)C2)C1	x	-2%	u
Cc1ccc(C(C(=O)NCc2ccco2)N(CCc2ccccc2)C(=O)Cn2nnc3ccccc32)o1 (centres undefined)	4%	-2%	u
O=C(Nc1cccc(F)c1)N1CC[C@@]2(CCCN(C(=O)c3cnccn3)C2)C1	x	1%	-18%
O=C(O)c1ccccc1C(=O)Nc1ccc(Oc2cccc3ccccc23)cc1	6%	0%	2%
O=C(NNC(=S)NCc1ccco1)c1cccs1	3%	-3%	-20%
CC1=CCn2c(=O)c3ccccc3c(=O)n2C1	-1%	0%	-6%
CCOc1ccccc1NC(=O)Nc1cccc(NC(C)=O)c1	0%	-11%	-20%

Ordered by heavy-atom count (ascending): part of the list above.
SMILES	TDP1 inh	GCN5L2 inh	TDP1 cell noCPT
O=C(NN1CCOCC1)c1ccc(Cl)cc1	-3%	-1%	-16%
COc1ccccc1CN1CC[C@@]2(CCCN(C(=O)c3cccn3C)C2)C1	x	-2%	u
CCN(Cc1cc2cc(OC)ccc2[nH]c1=O)C(=O)Cc1ccc(OC)cc1	-1%	-12%	u
O=C(O)c1ccccc1C(=O)Nc1ccc(Oc2cccc3ccccc23)cc1	6%	0%	2%
CNC[C@H]1Oc2ccc(NC(=O)C3CCCCC3)cc2CC(=O)N([C@H](C)CO)C[C@@H]1C	1%	2%	-11%

(list continues)
SMILES	TDP1 inh	GCN5L2 inh	TDP1 cell noCPT
O=C(CCN1C(=O)c2ccccc2C1=O)Nc1ccc2c(c1)OCCO2	7%	-7%	9%
Cc1ccc(N(CC(=O)Nc2ccc(F)cc2F)S(=O)(=O)c2cccs2)cc1	2%	-11%	u
c1ccc2c(c1)N1CCCN=C1N2CCN1CCCCC1	-5%	-5%	6%
CCOC(=O)CSc1nnc(CNC(=O)c2cccs2)n1-c1cc(OC)ccc1OC	1%	-20%	0%
CC1(C)CC(=O)N(Cc2ccccc2)C(=O)C1	0%	0%	1%
O=C(CC1C(=O)NCCN1Cc1cccc(Oc2ccccc2)c1)NCCn1cccn1 (centres undefined)	9%	-4%	13%
O=C(CCC(=O)NNC(=O)c1ccccc1[N+](=O)[O-])NCc1ccccc1	3%	2%	5%
CC1=CC(C)(C)NC(=S)N1c1cccc2ccccc12	2%	1%	26µM*
CCC(C)NC(=O)CNC(=O)Cn1c(C)cc2ccccc2c1=O (centres undefined)	-1%	-3%	0%
Cc1cc(C)nc(NS(=O)(=O)c2ccc(NC(=S)NC(=O)c3ccco3)cc2)n1	-7%	2%	-3%
O=C(CCCN1C(=O)c2ccccc2C1=O)Nc1nccs1	6%	-3%	6%
O=C1N=C(N2CCOCC2)S/C1=C/c1ccc(-c2ccccc2Cl)o1	1%	4%	u
O=C(Nc1ccc(OCc2ccccc2)cc1)c1cccc([N+](=O)[O-])c1	-1%	0%	-29%
Cc1ccc(C(=O)CC(C(=O)O)n2ccc(C)n2)cc1 (centres undefined)	2%	-1%	-2%
O=C(NC1CC1)C(Cc1ccccc1)NS(=O)(=O)c1ccccc1F (centres undefined)	x	-17%	u
NC(=O)C[n+]1cccc(/C=N/O)c1	6%	-18%	17%
CCOC(=O)c1ccc(NC(=O)CSc2nc3c([nH]c4ccccc43)c(=O)n2C)cc1	4%	-1%	9.2µM*
Cn1c(N)c(C(=O)COC(=O)c2ccccn2)c(=O)n(C)c1=O	-3%	-15%	-18%
Cn1c(CN2CCOCC2)nnc1SCC(=O)Nc1cccc(C(F)(F)F)c1	-5%	-5%	1%
COCC(C)n1c(SCc2ccc(C(=O)OC)cc2)nc2ccccc2c1=O (centres undefined)	-9%	-8%	9.2µM*
CCCN(CCC)CCSc1nc(O)c(C(C)C)c(=O)[nH]1	4%	-6%	-6%
OCC1OC(n2cnc3ccccc32)CC1O (centres undefined)	x	3%	-1%
Cc1ccc(S(=O)(=O)Nc2ccc(C(=O)Nc3ccncc3)cc2)cc1	1%	0%	u
COc1ccc(N(C(=O)Cn2nnc3ccccc32)C(C(=O)NCc2ccccc2)c2ccc(F)cc2)cc1 (centres undefined)	2%	-1%	u

A stretch taken from the entries so far, for reference:
SMILES	TDP1 inh	GCN5L2 inh	TDP1 cell noCPT
Cc1ccc(S(=O)(=O)Nc2ccc(C(=O)Nc3ccncc3)cc2)cc1	1%	0%	u
COc1ccc(N(C(=O)Cn2nnc3ccccc32)C(C(=O)NCc2ccccc2)c2ccc(F)cc2)cc1 (centres undefined)	2%	-1%	u

Remaining list, next part.
SMILES	TDP1 inh	GCN5L2 inh	TDP1 cell noCPT
Cc1c(C(=O)N(C)CCC#N)oc2ccc(S(=O)(=O)N3CC(C)CC(C)C3)cc12 (centres undefined)	1%	-4%	-6%
CCOC(=O)Cc1ccc(NC(=O)Nc2ccccc2OCc2cc(=O)n3ccccc3n2)cc1	3%	-9%	-16%
COC(=O)c1ccc(CNC(=O)c2ccc(OCC(=O)N3CCOCC3)c(OC)c2)cc1	x	2%	-21%
Cc1csc(NC(=O)c2nc(-c3ccccc3)n(-c3ccccc3)n2)n1	4%	-6%	u
CC[C@@H]1CC=C[C@H]2[C@H]1C(=O)N(Cc1ccccc1)[C@H]2c1ccc(C(F)(F)F)cc1	-1%	2%	u
CCOc1cccc(C(=O)Nc2cnn(Cc3ccccc3)c2)c1	2%	-4%	u
Cc1nnc(NC(=O)c2ccccc2-c2ccccc2C(=O)O)s1	x	-2%	8%
COc1ccc(NC(=O)CN(C)C(=O)Cc2ccc(-c3ccccc3)cc2)cc1	0%	-14%	u
COC(=O)c1ccc(C(=O)OC)c(NC(=S)N2CCCC(CO)C2)c1 (centres undefined)	-8%	-1%	14%
CN(C)S(=O)(=O)c1ccc(C(=O)OCC(=O)NCc2ccco2)cc1	60µM*	-10%	5%
CCOc1ccc(CC(=O)NCCc2csc3nc(-c4ccccc4F)nn23)cc1	3%	-20%	-22%
Fc1ccc(C2=CC(c3ccc(Br)o3)n3ncnc3N2)cc1 (centres undefined)	6%	u	u
Cn1c(=O)n(C)c2cc(NC(=O)COc3ccc(F)cc3F)ccc21	x	-4%	u
CSCCC(NC(=O)c1ccc(Cl)cc1)C(=O)OCC(=O)Nc1cc(Cl)ccc1C#N (centres undefined)	2%	-5%	u
CCNc1ncc2nc(-c3cccs3)c(=O)n(-c3ccccc3)c2n1	x	-14%	-6%
CCCn1c(O)c(N=NC(=O)CNC(=O)/C=C/c2ccc(OC)cc2)c2ccccc21	4%	-16%	u
COc1ccc(Cl)cc1N(CC(=O)NCCSc1ccccn1)S(=O)(=O)c1ccccc1	-1%	-1%	u
CCc1ccc(-c2nnn(CCC(=O)OC)n2)cc1	-4%	6%	-9%
Cc1c(C(=O)OCCOc2ccccc2)[nH]c2c1C(=O)CC(c1ccccc1Cl)C2 (centres undefined)	-4%[12.3 µM]	-3%	1.5µM*
O=C(NNC(=O)c1nc2ccccc2[nH]1)OCc1ccccc1	0%&1%	-1%	x
Cc1cc(C)cc(NC(=S)Nc2cccc3cnccc23)c1	5%	-3%	u
CCCOc1ccc(N2C(=O)CC(NCCc3ccc(S(N)(=O)=O)cc3)C2=O)cc1 (centres undefined)	-6%	-6%	-3%
COc1ccc(S(=O)(=O)N2CCCN(CC(=O)Nc3ccc(OC)c(Cl)c3)CC2)cc1	6%	-9%	u
COc1ccc(NC(=O)c2ccc(COc3ccc(C)cc3)o2)cc1	0%	-4%	u
Cc1ccccc1NC(=S)NCC1CCC(CNC(=S)Nc2ccccc2C)CC1 (centres undefined)	9%	2%	u
COc1ccc(-c2cc3nc(C)c(CCC(=O)N4CCN(c5ccccc5F)CC4)c(C)n3n2)c(OC)c1	5%	-8%	29µM*
Nn1cnnc1N/N=C/c1ccc(F)cc1	x	-1%	-7%
O=C(Nc1cccc(C(F)(F)F)c1)c1ccc(-n2cncn2)nc1	1%	5%	-19%

Assay outcomes: PubChem, National Center for Advancing Translational Sciences (NCATS)
